USP30 block – inhibitors of human USP30 deubiquitinase; purified USP30, Ub-rhodamine cleavage fluorescence; inhibition, % at 25 µM; 5.3% of 47,000 active
Target sequence (Q70CQ3 whole entry, looked up): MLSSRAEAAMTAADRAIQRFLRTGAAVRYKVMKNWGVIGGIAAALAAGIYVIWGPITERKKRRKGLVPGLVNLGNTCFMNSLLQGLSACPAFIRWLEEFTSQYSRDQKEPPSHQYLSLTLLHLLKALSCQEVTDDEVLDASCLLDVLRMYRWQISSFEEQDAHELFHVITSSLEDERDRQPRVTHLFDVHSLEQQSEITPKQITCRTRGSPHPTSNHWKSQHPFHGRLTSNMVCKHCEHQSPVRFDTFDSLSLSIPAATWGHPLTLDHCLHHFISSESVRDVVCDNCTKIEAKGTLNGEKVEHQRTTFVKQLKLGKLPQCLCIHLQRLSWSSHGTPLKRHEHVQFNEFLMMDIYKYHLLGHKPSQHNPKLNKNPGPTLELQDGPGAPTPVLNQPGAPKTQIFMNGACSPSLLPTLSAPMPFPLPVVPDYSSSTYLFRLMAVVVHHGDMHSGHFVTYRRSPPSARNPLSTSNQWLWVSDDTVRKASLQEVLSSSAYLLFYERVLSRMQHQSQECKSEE
USP17 block – blocks human USP17 ubiquitin-rhodamine cleavage; purified USP17, Ub-rhodamine cleavage fluorescence, 3 h; AID 1645855; inhibition, % at 50 µM; 6.5% of 47,000 active
USP7 block – inhibitors of human USP7 deubiquitinase | 0.3% of 47,000 active | AID 1645854 | purified USP7, Ub-rhodamine cleavage fluorescence | inhibition, % at 20 µM
USP28 block – human USP28 deubiquitinase inhibition; inhibition, % at 25 µM; purified USP28, Ub-rhodamine cleavage fluorescence, 30 min; 3% of 47,000 active; AID 1645857
USP8 block – human USP8 deubiquitinase inhibition; purified USP8, Ub-rhodamine cleavage fluorescence, 30 min; 4.2% of 47,000 active; inhibition, % at 20 µM; P40818
USP10 inh – inhibitors of human USP10 deubiquitinase. inhibition, % at 20 µM. 1.1% of 47,000 active. AID 1645856. purified USP10, Ub-rhodamine fluorescence, 60 min. Q14694
OTUD3 inh – inhibitors of human OTUD3 deubiquitinase; Q5T2D3; inhibition, % at 25 µM; purified OTUD3, Ub-rhodamine fluorescence, 2 h; 0.7% of 47,000 active
UCHL1 inh – human UCHL1 deubiquitinase inhibition; 0.2% of 47,000 active; purified UCHL1, Ub-rhodamine cleavage fluorescence; P09936; inhibition, % at 20 µM
Target sequence (P09936 whole entry, looked up): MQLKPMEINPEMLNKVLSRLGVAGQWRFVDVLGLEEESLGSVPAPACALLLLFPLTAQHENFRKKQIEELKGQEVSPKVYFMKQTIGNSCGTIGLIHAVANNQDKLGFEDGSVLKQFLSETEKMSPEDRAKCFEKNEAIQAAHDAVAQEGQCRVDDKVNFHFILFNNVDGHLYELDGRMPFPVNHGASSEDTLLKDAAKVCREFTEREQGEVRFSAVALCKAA
Starred values were filed as active, the others as inactive; / = no result given. Rule as the data show it: active = inhibition above about 30%; inactive = the rest.

1. O=C(CNc1ccc(Cl)cc1F)Nc1ccc(S(=O)(=O)N2CCCC2)cc1
2. CCCCc1ccc(S(=O)(=O)N2CCN(Cc3ccc4c(c3)OCO4)CC2)cc1
3. CSCC[C@H](NC(=O)OC(C)(C)C)C(=O)N1CCC(C(=O)N[C@H](C)C(=O)Nc2ccc(C(C)C)cc2)CC1
4. CCN1C(=O)[C@@]2(c3ccccc31)[C@@H]1C(=O)N(c3cc(Cl)ccc3Cl)C(=O)[C@@H]1[C@@H]1CCCN12
5. COc1ccc2cc(C(=O)NCCC3=CCCCC3)[nH]c2c1
6. Cc1cnc(C(=O)N2CCOCC(Cc3ccc4[nH]ncc4c3)C2)cn1 (stereo not drawn)

screen / no.	1	2	3	4	5	6
USP30 block	0	29	-24	-40	6	21
USP17 block	5	16	-1	-12	26	5
USP7 block	2	10	0	-4	6	2
USP28 block	15	6	-4	-12	15	10
USP8 block	-21	6	6	0	2	18
USP10 inh	6	8	-10	-4	2	-1
OTUD3 inh	4	15	-6	-7	12	-5
UCHL1 inh	4	6	1	2	3	2

7. Cc1cnc(N2CCC3(CC(=O)N(c4cccnc4)C3)C2)nc1 (stereo not drawn)
8. COCCn1cnc2c1c(=O)n(CC(=O)Nc1c(C)cc(C)cc1C)c(=O)n2Cc1ccccc1
9. COc1cccc(NC(=O)C2CCN(C(=O)c3cc(-c4cccnc4)n[nH]3)CC2)c1
10. CCCc1nc2oc3c(NCCCO)ncnc3c2c2c1CCCC2
11. CC(C)CN1C[C@@]23CN(C(=O)NC4CCCC4)C[C@@H](C[C@@H]2S1(=O)=O)O3
12. COC(=O)c1cc2occc2n1CC(=O)Nc1cccc(Cl)c1C

screen / no.	7	8	9	10	11	12
USP30 block	-21	30	9	-5	23	-89
USP17 block	-22	9	0	-9	7	-21
USP7 block	2	0	2	0	/	-7
USP28 block	-6	10	57*	0	9	-23
USP8 block	-3	33*	12	-5	1	-17
USP10 inh	0	10	2	-5	2	-9
OTUD3 inh	-2	5	2	0	8	-19
UCHL1 inh	0	1	4	2	2	3

13. Cc1c(-c2noc(-c3ccncc3)n2)nnn1Cc1ccccc1
14. COc1cc(C(=O)OCc2csc(-c3ccccc3)n2)ccc1OCC(=O)Nc1ccc(F)cc1
15. COc1ccc(C2C3=C(CC(c4ccco4)CC3=O)Nc3ccccc3N2C(C)=O)cc1 (stereo not drawn)
16. CN(C)C(=O)NC1CC2(CCN(C(=O)c3cccc4[nH]ccc34)CC2)Oc2ccccc21 (stereo not drawn)
17. CC(=O)Nc1nc2n(n1)C(c1ccccc1)CC(=O)N2 (stereo not drawn)
18. Cc1cnc(C(=O)N2CCCC(C)(c3ncc(Cc4ccccc4)o3)C2)cn1 (stereo not drawn)

screen / no.	13	14	15	16	17	18
USP30 block	11	-66	-53	-5	-4	5
USP17 block	2	49*	38*	-16	-5	7
USP7 block	-1	-55	-12	-1	1	-2
USP28 block	3	-2	-1	-7	-2	6
USP8 block	7	6	56*	-24	3	8
USP10 inh	1	-6	-4	-5	5	0
OTUD3 inh	4	36*	-6	-11	0	-2
UCHL1 inh	0	0	-4	-3	-1	2

19. O=C(NCC1CC1)[C@H]1C[C@@H]2CN(CC3CC3)C[C@H]1O2
20. CN1c2ccccc2-c2ccccc2C12C=Cc1cc([N+](=O)[O-])ccc1O2 (stereo not drawn)
21. COCC(=O)OCc1cc(=O)oc2cc(O)ccc12
22. Cc1cc(=O)oc2cc(NC(=O)c3ccccc3C(=O)O)ccc12
23. CCn1ncc2c1C(COC)CN(C(=O)c1cccn1C)C2 (stereo not drawn)
24. O=C(c1cnccn1)N1CCCC(c2nccnc2-c2ccc(F)cc2)C1 (stereo not drawn)

screen / no.	19	20	21	22	23	24
USP30 block	11	-26	15	/	-96	16
USP17 block	-1	-4	15	9	-31	9
USP7 block	4	-3	5	/	-4	9
USP28 block	2	5	22	/	-19	6
USP8 block	-28	-10	4	1	-122	9
USP10 inh	1	1	0	-1	-1	1
OTUD3 inh	6	-7	17	1	-9	4
UCHL1 inh	0	-2	4	2	-5	3

25. C[C@]12C[C@@H](Cc3ccccc3)N(C(=O)c3cccc(Cn4cncn4)c3)[C@H]1CCCC(=O)N2
26. O=C(NCc1ccncc1)C1CN(Cc2ccccn2)CC12CCOCC2 (stereo not drawn)
27. Cc1cc2c3c([nH]c2cc1S(=O)(=O)NC1CCCC1)CC(C)(C)CC3=O
28. Cc1cc(C)nc(N2CCC(C(=O)NCc3cccc(C(F)(F)F)c3)CC2)n1
29. CCN(CC)CCn1c2ccccc2n2cc(C)nc12
30. COc1ccc(-c2cnc([C@@H]3COCCN3Cc3nccn3C)[nH]2)cc1

screen / no.	25	26	27	28	29	30
USP30 block	-24	-26	17	27	-1	-37
USP17 block	-5	0	14	16	-15	-58
USP7 block	-3	0	1	5	0	0
USP28 block	-7	-1	21	9	-10	-6
USP8 block	-4	3	12	22	0	-46
USP10 inh	0	-5	7	6	-1	1
OTUD3 inh	-5	0	12	10	-5	-6
UCHL1 inh	-2	-2	5	1	-1	1

31. O=C(CCN1C(=O)c2cccnc2Sc2ccccc21)NC1CCCCCC1
32. Cc1cc(=O)c2cc(C(=O)Nc3ccccc3F)ccc2[nH]1
33. O=C(CCn1c(=O)c2ccccc2n(Cc2cc(=O)n3ccccc3n2)c1=O)N1CC=C(c2ccccc2)CC1
34. c1ccc(C2(c3nc(-c4ccc(-n5cccn5)nc4)no3)CC2)cc1
35. COc1cccc(OCCOc2ccc(-c3nc4sc5c(c4c(=O)[nH]3)CCCC5)cc2OC)c1
36. CCN1CCN(CCCN2C(=O)C3C(C(=O)Nc4cc(Cl)cc(Cl)c4)C4C=CC3(O4)C2C(=O)NC2CCCCC2)CC1 (stereo not drawn)

screen / no.	31	32	33	34	35	36
USP30 block	20	-11	-15	17	25	3
USP17 block	/	/	-19	7	16	6
USP7 block	4	3	0	1	3	-13
USP28 block	8	-4	-5	11	10	13
USP8 block	13	0	-4	28	1	0
USP10 inh	2	0	-2	3	-1	-3
OTUD3 inh	18	1	-1	9	12	10
UCHL1 inh	-2	2	-2	0	0	2

37. CCOc1ccnc2c1c(=O)n(CC(=O)NCc1ccc3c(c1)OCO3)c(=O)n2C
38. O=C(CNC(=O)c1ccc2nc(-n3cccc3)sc2c1)NCc1cccc(Cl)c1
39. CCNC(=O)c1ccc(N2CCNCC2)c(NS(=O)(=O)c2cc(C)ccc2C)c1
40. Cc1nnc(NC(=O)C2CCN(C(=O)c3ccccc3F)CC2)s1
41. CCCCOc1cccc(C(=O)Nc2ccc(OCC)c3ncccc23)c1
42. O=C(N[C@@H]1C[C@@H](Oc2cccc(F)c2)[C@H](O)[C@H]1O)c1cccc(F)c1

screen / no.	37	38	39	40	41	42
USP30 block	-54	-70	1	18	1	-8
USP17 block	-15	-51	3	14	47*	-15
USP7 block	1	8	-2	5	-2	-4
USP28 block	-24	-29	4	14	18	-5
USP8 block	13	69*	36*	12	83*	-19
USP10 inh	-2	0	-3	4	-7	0
OTUD3 inh	-25	-30	3	14	5	0
UCHL1 inh	2	-11	-2	3	0	-5

43. CC1=C(C(=O)OC2CCCC2)C(c2ccc(Cl)c([N+](=O)[O-])c2)CC(=O)N1 (stereo not drawn)
44. Cc1nn(CC(=O)N2CCCCCC2)c(C)c1S(=O)(=O)N(C)C
45. CCOC(=O)C1(Cc2cc(-c3ccccc3C)no2)CCCN(Cc2cncn2C)C1 (stereo not drawn)
46. Cc1nccc(-c2sc(C3CCN(C(=O)Cc4nonc4C)CC3)nc2C)n1
47. O=C(c1cccs1)N1CCCC(c2nc(N3CCOCC3)ncc2-c2cccnc2)C1 (stereo not drawn)
48. O=C(NCc1nnnn1-c1ccc(F)c(F)c1)C1CC(=O)N(c2ccccc2)C1 (stereo not drawn)

screen / no.	43	44	45	46	47	48
USP30 block	15	-7	-11	28	13	-5
USP17 block	13	-3	-5	7	14	-7
USP7 block	-46	0	-5	8	4	-4
USP28 block	6	-6	-17	14	9	1
USP8 block	0	2	-3	-12	14	-43
USP10 inh	6	0	2	0	-1	-4
OTUD3 inh	4	-7	-9	22	3	2
UCHL1 inh	6	-1	-3	2	0	0

Reformatted with values under each structure: entries from further up
Value order: USP30 block	USP17 block	USP7 block	USP28 block	USP8 block	USP10 inh	OTUD3 inh	UCHL1 inh
2. CCCCc1ccc(S(=O)(=O)N2CCN(Cc3ccc4c(c3)OCO4)CC2)cc1
  29	16	10	6	6	8	15	6
3. CSCC[C@H](NC(=O)OC(C)(C)C)C(=O)N1CCC(C(=O)N[C@H](C)C(=O)Nc2ccc(C(C)C)cc2)CC1
  -24	-1	0	-4	6	-10	-6	1

Further entries
49. O=C(CN1C(=O)[C@@H]2CCCN2c2ncccc21)NC(c1ccccc1)c1ccccc1
50. Nc1nonc1C(=O)N1CC[C@@H]2[C@H]1CCCC(=O)N2Cc1ccccc1C(F)(F)F
51. O=C(Nc1cccnc1)[C@H]1C[C@@H]2CN(Cc3ccc(F)cc3)C[C@H]1O2
52. CC(C)C12CN3CC(C(C)C)(CN(C1)C3[C@@H](O)[C@H](O)[C@H](O)[C@@H](O)CO)C2=O (stereo partly drawn)
53. CC(C)CN1C[C@H]2CCN(C(=O)c3ccncc3)CC[C@H]2S1(=O)=O
54. COc1ccc(OCC(=O)Nc2nc(-c3ccc(OC)c(OC)c3)ns2)cc1

screen / no.	49	50	51	52	53	54
USP30 block	-22	-3	5	30*	13	-32
USP17 block	27	-13	-1	7	-2	-14
USP7 block	-10	-9	0	2	5	2
USP28 block	-9	-6	11	11	2	-12
USP8 block	-2	-18	6	6	-2	-1
USP10 inh	-9	-3	4	-1	4	0
OTUD3 inh	-11	-5	6	22	6	-22
UCHL1 inh	-2	-2	1	3	1	2

55. COc1ccc(C(=O)N2Cc3ccccc3CC23CCCN(C(=O)Cc2cnc[nH]2)C3)cc1 (stereo not drawn)
56. Cc1cccc2sc(NC(=O)c3nnn(-c4ccc(F)cc4)n3)nc12
57. Cc1cc(-c2ccc(S(=O)(=O)Nc3ccc(Cl)cn3)s2)on1
58. O=C1COc2ccc(C(=O)COC(=O)c3cccnc3)cc2N1
59. COc1ccc2c(c1)CN(Cc1ccncc1)CC1(CCC(CN(C)C)CC1)O2 (stereo not drawn)
60. CCOC(=O)c1c(NC2CCCCC2)c2ccc(Cl)cc2[nH]c1=O
61. COc1ccc(C(=O)Nc2ccc(Cl)cc2C(=O)N2CCOCC2)cc1
62. CO[C@H]1O[C@@H]2O[C@]3(C)CC[C@H]4[C@H](C)CC[C@@H]([C@H]1C)[C@@]24OO3
63. CCN1C[C@@]23CN(C(=O)c4ccccn4)C[C@@H](C[C@@H]2S1(=O)=O)O3

screen / no.	55	56	57	58	59	60	61	62	63
USP30 block	0	19	-206	-70	5	14	-11	-5	7
USP17 block	0	56*	-10	-2	-4	0	-13	-11	-1
USP7 block	1	6	-3	-3	-7	-14	0	0	0
USP28 block	-1	15	-23	2	-2	2	-8	-8	-8
USP8 block	-21	19	1	0	-6	-19	3	3	1
USP10 inh	0	12	3	-1	3	3	0	0	-1
OTUD3 inh	2	3	-17	-16	1	-5	-14	-5	3
UCHL1 inh	2	1	-2	-7	0	-3	-4	-1	-1

Grouped by structure, those above containing a Cl atom.
1. O=C(CNc1ccc(Cl)cc1F)Nc1ccc(S(=O)(=O)N2CCCC2)cc1
4. CCN1C(=O)[C@@]2(c3ccccc31)[C@@H]1C(=O)N(c3cc(Cl)ccc3Cl)C(=O)[C@@H]1[C@@H]1CCCN12
12. COC(=O)c1cc2occc2n1CC(=O)Nc1cccc(Cl)c1C
36. CCN1CCN(CCCN2C(=O)C3C(C(=O)Nc4cc(Cl)cc(Cl)c4)C4C=CC3(O4)C2C(=O)NC2CCCCC2)CC1 (stereo not drawn)
38. O=C(CNC(=O)c1ccc2nc(-n3cccc3)sc2c1)NCc1cccc(Cl)c1
43. CC1=C(C(=O)OC2CCCC2)C(c2ccc(Cl)c([N+](=O)[O-])c2)CC(=O)N1 (stereo not drawn)
57. Cc1cc(-c2ccc(S(=O)(=O)Nc3ccc(Cl)cn3)s2)on1
60. CCOC(=O)c1c(NC2CCCCC2)c2ccc(Cl)cc2[nH]c1=O

screen / no.	1	4	12	36	38	43	57	60
USP30 block	0	-40	-89	3	-70	15	-206	14
USP17 block	5	-12	-21	6	-51	13	-10	0
USP7 block	2	-4	-7	-13	8	-46	-3	-14
USP28 block	15	-12	-23	13	-29	6	-23	2
USP8 block	-21	0	-17	0	69*	0	1	-19
USP10 inh	6	-4	-9	-3	0	6	3	3
OTUD3 inh	4	-7	-19	10	-30	4	-17	-5
UCHL1 inh	4	2	3	2	-11	6	-2	-3

61. COc1ccc(C(=O)Nc2ccc(Cl)cc2C(=O)N2CCOCC2)cc1

screen / no.	61
USP30 block	-11
USP17 block	-13
USP7 block	0
USP28 block	-8
USP8 block	3
USP10 inh	0
OTUD3 inh	-14
UCHL1 inh	-4

Screening data from PubChem.
